CHT block: inhibits the human high affinity choline transporter | Q9GZV3 | CHT-expressing cells, membrane potential dye, choline response; stronger effect = lower value | B-score at 10 µM | 0.86% of 310,000 active;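 active means B-score over 3 SD under the library average, and starting fluorescence ratio not unusually high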;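 further: choline stimulus applied at its EC90 after an EC20 pre-addition; B-score computed on integrated fluorescence ratio after choline addition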
Target sequence (Q9GZV3 whole entry, looked up): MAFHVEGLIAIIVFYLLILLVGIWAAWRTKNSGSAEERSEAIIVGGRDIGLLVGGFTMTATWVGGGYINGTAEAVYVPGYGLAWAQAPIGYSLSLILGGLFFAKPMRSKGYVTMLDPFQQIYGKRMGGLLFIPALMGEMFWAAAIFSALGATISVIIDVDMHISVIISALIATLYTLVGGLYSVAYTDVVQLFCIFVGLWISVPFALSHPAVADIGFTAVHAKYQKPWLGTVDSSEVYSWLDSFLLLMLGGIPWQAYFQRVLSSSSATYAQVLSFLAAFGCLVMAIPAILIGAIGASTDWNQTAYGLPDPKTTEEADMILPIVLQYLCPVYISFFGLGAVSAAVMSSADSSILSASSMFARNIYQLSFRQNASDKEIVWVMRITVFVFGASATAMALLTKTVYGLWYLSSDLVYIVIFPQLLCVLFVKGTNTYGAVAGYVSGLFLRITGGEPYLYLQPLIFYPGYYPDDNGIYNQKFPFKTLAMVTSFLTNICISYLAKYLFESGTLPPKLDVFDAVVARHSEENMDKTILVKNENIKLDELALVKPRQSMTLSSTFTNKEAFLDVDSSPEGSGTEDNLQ
CHT PAM: human CHT allosteric activation. CHT-expressing cells, membrane potential dye, choline EC20; stronger effect = higher value; LV-AA mutant CHT in HEK293 cells. AID 488977. 0.49% of 310,000 active. B-score at 10 µM. Q9GZV3;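 active means initial fluorescence not abnormally high and integrated response B-score, plate-corrected, over 3 SD above library mean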
STK33 kinase inh: human STK33 kinase inhibition; Q9BYT3; purified STK33, MBP phosphorylation, ADP-Glo luminescence; inhibition, % at 10 µM; 0.073% of 320,000 active; AID 2661;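 active means inhibition at or above 25%, using the most active replicate where run in duplicate; inactive means inhibition below 25%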
Target sequence (Q9BYT3 whole entry, looked up): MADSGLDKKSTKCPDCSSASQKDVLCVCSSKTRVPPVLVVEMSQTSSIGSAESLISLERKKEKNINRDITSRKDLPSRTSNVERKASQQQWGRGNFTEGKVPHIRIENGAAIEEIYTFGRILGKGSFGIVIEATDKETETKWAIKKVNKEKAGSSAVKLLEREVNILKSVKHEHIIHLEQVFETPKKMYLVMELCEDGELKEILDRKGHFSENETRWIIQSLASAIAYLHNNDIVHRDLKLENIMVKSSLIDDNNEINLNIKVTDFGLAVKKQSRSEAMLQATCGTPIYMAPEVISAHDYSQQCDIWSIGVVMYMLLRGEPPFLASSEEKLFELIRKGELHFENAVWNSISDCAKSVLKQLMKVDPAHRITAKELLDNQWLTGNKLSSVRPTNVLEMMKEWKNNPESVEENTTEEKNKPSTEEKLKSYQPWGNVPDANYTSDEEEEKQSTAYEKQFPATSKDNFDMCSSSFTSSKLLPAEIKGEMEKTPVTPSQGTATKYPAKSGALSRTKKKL
Starred values were filed as active, the others as inactive. Outcome played no part in choosing rows; about 1.5% have a hit in one of these screens.

Screening O=C(C1CCCN(c2ncnc3c2nc2n3CCCCC2)C1)N1CCN(c2ccccc2)CC1 (stereo not given) returned CHT block -6.4*, CHT PAM inactive and STK33 kinase inh 6.8.
CCOC(=O)c1c(NC(=O)COC(=O)c2ncc(Cl)c(Cl)c2Cl)sc(C(=O)N(C)C)c1C was read as CHT block inactive, CHT PAM inactive and STK33 kinase inh -3.6.
For CCOc1cccc(-c2cc(-c3n[nH]c(=S)n3CC)c3ccccc3n2)c1 the results were CHT block inactive, CHT PAM inactive and STK33 kinase inh 0.5.
For CCNc1nc(N)c(C(=O)c2ccc(Cl)s2)s1 the results were CHT block inactive, CHT PAM inactive and STK33 kinase inh 7.6.
For Nc1ccc(Oc2ccc(Br)cc2)cc1 the results were CHT block inactive, CHT PAM inactive and STK33 kinase inh -0.2.
For c1ccc(Sc2ncccn2)nc1 the results were CHT block inactive, CHT PAM inactive and STK33 kinase inh 1.0.
Screening COc1ccc(CCNc2ccc([N+](=O)[O-])cn2)cc1 returned CHT block inactive, CHT PAM inactive and STK33 kinase inh -1.1.
`Cn1c(=O)n(C)c2cc(/C=N/NC(=O)c3ccc(Cl)cc3)ccc21` gave CHT block inactive, CHT PAM inactive and STK33 kinase inh -0.3.
Screening CCOC(=O)N1CCN(C(=O)/C(=C/c2ccccc2OC)NC(=O)c2ccccc2)CC1 returned CHT block inactive, CHT PAM inactive and STK33 kinase inh -0.8.
For CCN(CC(=O)Nc1c(F)cccc1F)C(=O)CCN1C(=O)C2CC=CCC2C1=O (stereo not given) the results were CHT block inactive, CHT PAM inactive and STK33 kinase inh -3.0.
Screening Cc1ccc(C(=O)Nc2ccc(SC(F)F)cc2)s1 returned CHT block inactive, CHT PAM inactive and STK33 kinase inh -1.0.
`S=C(c1ccc2c(c1)OCO2)N1CCCCC1` gave CHT block inactive, CHT PAM inactive and STK33 kinase inh -0.2.
`COc1ccc(C(=O)NCc2nnc(SCC(=O)N3CCC(C)CC3)o2)cc1OC` gave CHT block inactive, CHT PAM inactive and STK33 kinase inh -1.6.
`CCNC(=S)NNc1nc(N2CCOCC2)nc(N2CCOCC2)n1` gave CHT block inactive, CHT PAM inactive and STK33 kinase inh -1.0.
Screening CCOC(=O)C1C(=O)N(C(=O)c2cncc(Br)c2)CC1c1ccccc1 (stereo not given) returned CHT block inactive, CHT PAM inactive and STK33 kinase inh -0.5.

Among those listed so far, two have fluorine:
For CCN(CC(=O)Nc1c(F)cccc1F)C(=O)CCN1C(=O)C2CC=CCC2C1=O (stereo not given) the results were CHT block inactive, CHT PAM inactive and STK33 kinase inh -3.0.
Screening Cc1ccc(C(=O)Nc2ccc(SC(F)F)cc2)s1 returned CHT block inactive, CHT PAM inactive and STK33 kinase inh -1.0.

Following part:
Screening C=CCOc1ccc(/C=C/C(C)=N\O)cc1 returned CHT block inactive, CHT PAM inactive and STK33 kinase inh -1.2.
Screening O=C(NCCc1ccc(Cl)cc1)C1CCCN(c2ncnc3c2nc2n3CCCCC2)C1 (stereo not given) returned CHT block inactive, CHT PAM inactive and STK33 kinase inh 0.0.
For O=C(CSCc1c(Cl)cccc1Cl)NCc1cccnc1 the results were CHT block inactive, CHT PAM inactive and STK33 kinase inh 0.5.
For Cc1ccc(NC2=CC(=O)C(=O)c3ccccc32)cc1 the results were CHT block inactive, CHT PAM inactive and STK33 kinase inh 1.8.
`COc1ccc(NC(=O)COC(=O)c2ccncc2)c(OC)c1` gave CHT block inactive, CHT PAM inactive and STK33 kinase inh -1.1.
`O=S(=O)(O)c1nnc2sc3ccccc3n12` gave CHT block inactive, CHT PAM inactive and STK33 kinase inh -2.0.
Screening COc1ccc(C(=O)Nc2nc3ccccc3[nH]2)cc1S(=O)(=O)N1CCOCC1 returned CHT block inactive, CHT PAM inactive and STK33 kinase inh 6.9.
`Cc1cc(C(=O)Nc2ccccc2C#N)n(-c2ccccc2)n1` gave CHT block inactive, CHT PAM inactive and STK33 kinase inh 0.7.
For Cc1nc2ccccc2n1Cc1n[nH]c(=S)n1-c1ccc(Cl)cc1 the results were CHT block inactive, CHT PAM inactive and STK33 kinase inh -1.6.
For NS(=O)(=O)c1cc2c(cc1Cl)NC(C(Cl)Cl)NS2(=O)=O (stereo not given) the results were CHT block inactive, CHT PAM inactive and STK33 kinase inh -1.3.
`CC(C)CN(C(=O)CSc1nnc2c(Cl)cc(C(F)(F)F)cn12)C1CCS(=O)(=O)C1` (stereo not given) gave CHT block inactive, CHT PAM inactive and STK33 kinase inh -1.1.
`Nc1nnc(CSCc2ccccc2)s1` gave CHT block inactive, CHT PAM inactive and STK33 kinase inh 0.6.
O=C1c2cccc3cccc(c23)C(=O)N1OS(=O)(=O)c1ccc(Cl)cc1 was read as CHT block inactive, CHT PAM inactive and STK33 kinase inh -0.1.
For Cc1sc2nc(COC(=O)c3c(F)cccc3F)[nH]c(=O)c2c1C the results were CHT block inactive, CHT PAM inactive and STK33 kinase inh -1.6.
COc1cc2cc(C(=O)N3CCC(Cc4ccccc4)CC3)[nH]c2cc1OC was read as CHT block inactive, CHT PAM inactive and STK33 kinase inh 1.0.

Overlap with the part before: 2 entries; new compounds follow.
For Cc1sc2nc(COC(=O)c3c(F)cccc3F)[nH]c(=O)c2c1C the results were CHT block inactive, CHT PAM inactive and STK33 kinase inh -1.6.
COc1cc2cc(C(=O)N3CCC(Cc4ccccc4)CC3)[nH]c2cc1OC was read as CHT block inactive, CHT PAM inactive and STK33 kinase inh 1.0.
`O=C1/C(=C/c2ccco2)CCC1C1CCCC1` (stereo not given) gave CHT block inactive, CHT PAM inactive and STK33 kinase inh 0.9.
O=C(/C=C/c1ccccc1)CC(O)(c1ccccc1)C(F)(F)C(F)F (stereo not given) was read as CHT block inactive, CHT PAM inactive and STK33 kinase inh -0.7.
Screening CCC(C)NC(=O)CN(c1ccc(OC)cc1)S(=O)(=O)c1ccccc1 (stereo not given) returned CHT block inactive, CHT PAM inactive and STK33 kinase inh 0.8.
`C/C(=N/NC(=O)c1ccccn1)c1ccncc1` gave CHT block inactive, CHT PAM inactive and STK33 kinase inh 0.4.
Screening C/C(=N\NC(=O)c1ccccc1Br)c1ccc(N2CCOCC2)cc1 returned CHT block inactive, CHT PAM inactive and STK33 kinase inh -3.7.
For COc1ccc2oc(C(=O)OCC(=O)N(CC(C)C)c3c(N)n(Cc4ccccc4)c(=O)[nH]c3=O)c(C)c2c1 the results were CHT block inactive, CHT PAM inactive and STK33 kinase inh -1.7.
Cc1nc2ccc(S(=O)(=O)N3CCCCC3)cc2s1 was read as CHT block inactive, CHT PAM inactive and STK33 kinase inh -1.7.
O=C(CSc1nnc(-c2cccnc2)s1)Nc1ccnc2ccccc12 was read as CHT block inactive, CHT PAM inactive and STK33 kinase inh 0.4.
For Cc1cccc(OCCc2nnc(N)s2)c1C the results were CHT block inactive and CHT PAM inactive.
COc1cc(/C=N/NC(=O)CNC(=O)c2ccco2)ccc1O was read as CHT block inactive, CHT PAM inactive and STK33 kinase inh 0.6.
Cc1ccc(-n2nc3cc(Cl)c(NC(=O)c4ccco4)cc3n2)cc1 was read as CHT block inactive, CHT PAM inactive and STK33 kinase inh 0.3.
O=C(Nc1ccc(Cl)cc1)Nc1nnc(CSCc2ccc(Cl)cc2)s1 was read as CHT block inactive, CHT PAM inactive and STK33 kinase inh -1.1.
Cc1nc(NCCN2CCOCC2)c2oc3ccccc3c2n1 was read as CHT block inactive, CHT PAM inactive and STK33 kinase inh -1.1.
Screening CCCCCc1nc2sc3c(c2c(=O)n1N)CCC3 returned CHT block inactive, CHT PAM inactive and STK33 kinase inh -1.0.
Screening OCCCc1nc2ccccc2n1Cc1ccccc1 returned CHT block inactive, CHT PAM inactive and STK33 kinase inh 0.3.
Cc1cc(C)c2cc(C(=O)N3CCN(c4ncccc4C(F)(F)F)CC3)[nH]c2c1 was read as CHT block inactive, CHT PAM inactive and STK33 kinase inh -0.8.
For CCc1ccccc1N(C(=O)Cn1nnc2ccccc21)C(C(=O)NCCOC)c1ccco1 (stereo not given) the results were CHT block inactive, CHT PAM inactive and STK33 kinase inh -0.3.
`Cn1c(=O)[nH]c2ncccc21` gave CHT block inactive, CHT PAM inactive and STK33 kinase inh -0.3.
O=C(NCC1(N2CCCCC2)CCCCC1)C1CC(=O)N(c2ccc3c(c2)OCCO3)C1 (stereo not given) was read as CHT block inactive, CHT PAM inactive and STK33 kinase inh -0.9.
Screening Cc1cc(NC(=O)COn2nnc3ccccc32)no1 returned CHT block inactive, CHT PAM inactive and STK33 kinase inh -2.6.
For Cc1cc(OCC(=O)NC(C)C)cc(C)c1Br the results were CHT block inactive and CHT PAM inactive.
For COc1ccc(C(=O)Nc2nncs2)c(OC)c1 the results were CHT block inactive, CHT PAM inactive and STK33 kinase inh 1.6.
`Cn1c(CNC(=O)c2ccccc2F)nnc1SCc1nc2ccccc2c(=O)[nH]1` gave CHT block inactive, CHT PAM inactive and STK33 kinase inh 1.0.
Screening CC1(c2ccc(OC(F)F)cc2)NC(=O)N(CC(=O)Nc2ccc3c(c2)OCO3)C1=O (stereo not given) returned CHT block inactive, CHT PAM inactive and STK33 kinase inh -0.7.
COc1ccc2[nH]c(=O)c(CNc3cc(C)ccc3C)cc2c1 was read as CHT block inactive, CHT PAM inactive and STK33 kinase inh -1.8.
For CCc1cc(C(=O)N2CCCC(CNC(=O)c3ccc(-c4ccccc4)cc3)C2)no1 (stereo not given) the results were CHT block inactive, CHT PAM inactive and STK33 kinase inh -1.3.
`CC(=O)c1cccc(OCc2cc(C(=O)NCc3nc(C)c(C)s3)no2)c1` gave CHT block inactive, CHT PAM inactive and STK33 kinase inh -1.9.
CCCc1[nH]n(-c2nc3ccccc3s2)c(=O)c1C=NCC1CCCO1 (stereo not given) was read as CHT block inactive, CHT PAM inactive and STK33 kinase inh -0.2.
For Cc1ccc(NC(=O)/C=C\C(=O)NCC(=O)O)cc1 the results were CHT block inactive, CHT PAM inactive and STK33 kinase inh 0.2.
Screening COc1ccccc1-n1ccnc(SCC(=O)NCCc2ccccc2)c1=O returned CHT block inactive and CHT PAM inactive.

Structural class, the compounds so far with bromine (4)
For Nc1ccc(Oc2ccc(Br)cc2)cc1 the results were CHT block inactive, CHT PAM inactive and STK33 kinase inh -0.2.
Screening CCOC(=O)C1C(=O)N(C(=O)c2cncc(Br)c2)CC1c1ccccc1 (stereo not given) returned CHT block inactive, CHT PAM inactive and STK33 kinase inh -0.5.
Screening C/C(=N\NC(=O)c1ccccc1Br)c1ccc(N2CCOCC2)cc1 returned CHT block inactive, CHT PAM inactive and STK33 kinase inh -3.7.
For Cc1cc(OCC(=O)NC(C)C)cc(C)c1Br the results were CHT block inactive and CHT PAM inactive.

Continued.
`Cn1nnnc1SCC(=O)NNC(=O)c1ccc(F)cc1` gave CHT block inactive, CHT PAM inactive and STK33 kinase inh -0.9.
For Cc1cc(C(=O)CN2C(=O)CCC2=O)c(C)n1Cc1ccccc1 the results were CHT block inactive, CHT PAM inactive and STK33 kinase inh -1.1.
For COc1cc(/C(C)=N/NC(=O)c2cccc(S(=O)(=O)N3CCCC3)c2)cc(OC)c1OC the results were CHT block inactive, CHT PAM inactive and STK33 kinase inh -0.5.
`O=C(N/N=C/c1ccc(F)cc1)c1ccc(OCc2ccccc2)cc1` gave CHT block inactive, CHT PAM inactive and STK33 kinase inh 0.7.
Cc1onc(-c2ccccc2Cl)c1C(=O)Nc1nc2ccc(S(C)(=O)=O)cc2s1 was read as CHT block inactive, CHT PAM inactive and STK33 kinase inh -0.4.
Screening Cc1ccccc1-n1c(SCC(=O)NCC2CCCO2)nc2c([nH]c3ccccc32)c1=O (stereo not given) returned CHT block inactive, CHT PAM inactive and STK33 kinase inh -2.3.
`CCCCC(CC)COC1(c2ccccc2)OC(=O)c2ccccc21` (stereo not given) gave CHT block inactive, CHT PAM inactive and STK33 kinase inh -1.2.
CCCC1C(c2ccco2)NC(c2ccco2)CC1(C)O (stereo not given) was read as CHT block inactive, CHT PAM inactive and STK33 kinase inh -0.6.
Screening CSC1=NCCN1C(=O)c1ccc2c(c1)OCO2 returned CHT block inactive, CHT PAM inactive and STK33 kinase inh -0.5.
For CCn1c(O)c(C=C2N=c3ccccc3=N2)sc1=S the results were CHT block inactive, CHT PAM inactive and STK33 kinase inh -1.6.
For CC1CCN(C2=NC(=O)/C(=C/c3cccc(O)c3)S2)CC1 the results were CHT block inactive, CHT PAM inactive and STK33 kinase inh 1.2.
Screening O=C(c1nc2ccccn2c1CN1CCCC(c2nc3ccccc3o2)C1)N1CCCC1 (stereo not given) returned CHT block inactive, CHT PAM inactive and STK33 kinase inh -2.2.
For CCOC(=O)c1c(N2CCCCC2)c2ccccc2[nH]c1=O the results were CHT block inactive, CHT PAM inactive and STK33 kinase inh 0.7.
For CCC(SC1=NCCS1)C(=O)Nc1nnc(-c2ccccc2OC)s1 (stereo not given) the results were CHT block inactive, CHT PAM inactive and STK33 kinase inh 0.4.
CCN(CC)c1ccc(C=Nc2cc(C)ccc2C)c(O)c1 was read as CHT block inactive, CHT PAM inactive and STK33 kinase inh 0.1.
`CCOc1cccc(=O)c2c(C)n(Cc3ccco3)c(C)c12` gave CHT block inactive, CHT PAM inactive and STK33 kinase inh -0.5.
Cc1ccc(NC(=O)CCC(=O)N/N=C/c2ccc([N+](=O)[O-])o2)cc1C was read as CHT block inactive, CHT PAM inactive and STK33 kinase inh 1.0.
Screening COc1ccc(/C=N/NC(=O)CC#N)cc1Oc1nc(Cl)ncc1F returned CHT block inactive, CHT PAM inactive and STK33 kinase inh -0.3.
CCC(CC)NC(=O)c1cccc(Br)c1 was read as CHT block inactive, CHT PAM inactive and STK33 kinase inh -0.3.
Screening C#CCSc1nnc(-c2sc(-c3ccccc3)nc2C)n1C returned CHT block inactive, CHT PAM inactive and STK33 kinase inh 2.4.
COCCNc1ccc([N+](=O)[O-])cc1C(=O)Nc1cccc(C)n1 was read as CHT block inactive, CHT PAM inactive and STK33 kinase inh -0.1.

Source: PubChem
